# aSyn yeast inh = qHTS of alpha-syn Inhibitors; AID 652106, 2013; Potency, µM (highest dose often 46.1 µM), inactives show at the highest dose growth rescue (activation), hits mostly activators; Yeast expressing alpha-synuclein, growth rescue, BacTiter-Glo, 24 h; 0.14% of 370,000 active; note: potency is the fitted concentration of half-maximal effect; % of control where 0% means no effect; nearly all actives have a fitted effect of over 65% in size
#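 Rescue of yeast growth: cells expressing toxic alpha-synuclein, induced in galactose at OD600 0.02, incubated with compound 24 h at 30 C. ATP luminescence quantified growth; inhibitors of toxicity appear as activators.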
# PTHR1 agonist = qHTS for PTHR1 Agonists: Primary Screen; Parathyroid hormone/parathyroid hormone-related peptide receptor (Homo sapiens), Q03431; HEK293 GP2 PTHR1 cells, GloSensor cAMP luminescence, 1 h; Potency, µM (titrated, usually from 115 µM), inactives show top-dose activation, actives largely listed as activators; 0.075% of 410,000 active; AID 743266, 2014; note: potency is the fitted concentration of half-maximal effect; nearly all actives have a fitted effect of over 55% in size; some results filed as inactive show a strong effect at the top dose; inactives centre near -15; many of its hits are not listed in these tables
# Target sequence (Q03431 whole entry, looked up): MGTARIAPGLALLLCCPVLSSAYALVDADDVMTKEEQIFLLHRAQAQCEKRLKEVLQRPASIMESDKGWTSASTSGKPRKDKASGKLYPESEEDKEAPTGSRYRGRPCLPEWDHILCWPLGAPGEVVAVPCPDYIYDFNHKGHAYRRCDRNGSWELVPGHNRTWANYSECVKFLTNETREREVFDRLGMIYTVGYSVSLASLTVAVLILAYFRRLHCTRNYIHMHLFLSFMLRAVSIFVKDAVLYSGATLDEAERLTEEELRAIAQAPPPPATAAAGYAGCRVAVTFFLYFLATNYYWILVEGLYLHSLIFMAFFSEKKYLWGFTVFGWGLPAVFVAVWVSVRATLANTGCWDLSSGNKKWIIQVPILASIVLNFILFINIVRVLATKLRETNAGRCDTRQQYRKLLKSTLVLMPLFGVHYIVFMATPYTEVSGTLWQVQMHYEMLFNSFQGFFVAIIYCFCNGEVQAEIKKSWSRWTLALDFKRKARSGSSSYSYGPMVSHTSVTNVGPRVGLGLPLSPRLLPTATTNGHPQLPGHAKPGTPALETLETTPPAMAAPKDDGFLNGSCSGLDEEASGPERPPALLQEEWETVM
#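 HEK-293-derived GP2 cells expressing PTHR1 and a GloSensor cAMP reporter, 3,000/well, plated overnight, given luciferin plus IBMX (each 0.5 mM as added) for 1 h at 37 °C, then compound for 1 h at 37 °C. Luminescence was read after 15 min at room temperature.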
# D3 antag = qHTS of D3 Dopamine Receptor Antagonist: qHTS. D3R cells, DiscoveRx beta-arrestin luminescence, antagonist mode; hits give low values. max response, negative = inhibition, %. 2.5% of 360,000 active. D(3) dopamine receptor (Homo sapiens), P35462; in the data active = max response below about -50%; inconclusive = no clear call, values can overlap the other calls; note: % is set by controls: 0 for no effect and ±100 for the full control effect; mostly tested at two doses, the higher about 12 µM
#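 Cells plated overnight at 1500 cells/well, then exposed to library compounds with dopamine controls for 90 minutes at 37 degrees C. DiscoveRx reagent added for 30–60 minutes at room temperature; luminescence read, quantitative HTS format.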
# GLP1R inv ag = qHTS of GLP-1 Receptor Inverse Agonists (Inhibition Mode) | HEK293 GLP-1R CRE-luciferase, luminescence, 24 h; GLP-1R form is constitutively active | Potency, µM (series often up to 38.3 µM), inactives show top-dose activity change, negative = inhibition, usual class: inhibitors | 1.6% of 410,000 active | AID 624417, 2012; note: potency is the fitted concentration of half-maximal effect; % is set by controls: 0 for no effect and ±100 for the full control effect; nearly all actives have a fitted effect of over 55% in size
# Target sequence (P43220 whole entry, looked up): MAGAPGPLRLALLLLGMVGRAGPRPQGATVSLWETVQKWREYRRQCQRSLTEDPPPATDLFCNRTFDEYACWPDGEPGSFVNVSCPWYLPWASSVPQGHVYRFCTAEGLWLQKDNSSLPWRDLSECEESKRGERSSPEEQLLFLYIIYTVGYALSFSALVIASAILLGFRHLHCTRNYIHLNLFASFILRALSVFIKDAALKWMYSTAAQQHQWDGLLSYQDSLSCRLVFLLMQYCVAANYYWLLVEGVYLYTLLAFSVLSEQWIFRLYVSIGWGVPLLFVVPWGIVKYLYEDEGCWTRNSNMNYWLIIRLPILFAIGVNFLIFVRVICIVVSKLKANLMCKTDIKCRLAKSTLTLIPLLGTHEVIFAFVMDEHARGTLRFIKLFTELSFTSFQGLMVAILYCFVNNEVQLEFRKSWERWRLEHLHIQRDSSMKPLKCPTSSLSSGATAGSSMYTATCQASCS
#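 Luminescence readout: a drop in cAMP-driven luciferase signal flags inverse agonism at a constitutively active GLP-1R stably expressed in HEK293. Compound exposure lasted 24 hr at 37 deg C, 5% CO2.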
# Akt phos inh = HTS Assay for Inhibitors of Akt Phophorylation: Primary Screen. Neuro2A IGF-stimulated pAkt S473 HTRF, 20 min; hits give low values. activity change, % for hits at 50 µM. 0.32% of 360,000 active; in the data active = activity change below about -80%; inconclusive = mostly about -51% to -80%; note: % is set by controls: 0 for no effect and ±100 for the full control effect
#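 Single-point screen (50 µM final compound) in Neuro2A cells stimulated 20 min with 6 nM IGF at 37 deg C. After lysis, Ser473-phosphorylated Akt read by HTRF (ex 330 nm, em 615/665 nm) as the 665/615 ratio.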
# GLP1R ag = qHTS of GLP-1 Receptor Agonists | Potency, µM (highest dose often 45.6 µM), for inactives: at the highest dose activation, usual class: activators | 0.007% of 380,000 active | HEK293 GLP-1R CRE-luciferase, luminescence, 4-6 h; cells express a hypersensitive GLP-1R form; note: potency is the fitted concentration of half-maximal effect; % of control where 0% means no effect
# FUS yeast rescue = qHTS for Suppressors of FUS Proteinopathy: Primary screen using FUS-linked yeast assay. 0.24% of 390,000 active. Potency, µM (series often up to 76.6 µM), for inactives: top-dose growth rescue (activation), hits mostly activators. AID 1347120, 2019. S. cerevisiae FUS-expressing, growth rescue, OD600, 24 h;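 note: potency is the fitted concentration of half-maximal effect; plate controls were DMSO vehicle for no effect and reference control for full effect; nearly all actives have a fitted effect of over 55% in size; some results filed as inactive show a strong effect at the top dose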
#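 Yeast FUS proteinopathy model; galactose-induced FUS (2%), starting OD 0.005. Cpds in dilution series, 24hr, 30C, 99% humidity. Abs 600 nm growth. Pos ctrl CP55940 (top 92uM final); neg ctrl DMSO.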
# Abeta yeast res = qHTS for compounds that reverse cellular toxicity of Amyloid beta (A-beta) peptide in yeast: Primary Screen; yeast expressing A-beta42, growth rescue, OD600, 48 h; response scale: 0% DMSO, 100% iron-clioquinol control; Potency, µM (doses to about 46.1 µM), for inactives: at the highest dose growth rescue, actives largely listed as activators; 0.063% of 410,000 active; note: potency is the fitted concentration of half-maximal effect; nearly all actives have a fitted effect of over 55% in size
#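 Growth rescue measured by 600 nm absorbance after 48 h yeast culture at 30 C with compound. Values normalized between DMSO and an equimolar ferric chloride plus clioquinol control.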
# TDP-43 yeast inh = qHTS of TDP-43 Inhibitors. Potency, µM (highest dose often 46.1 µM), inactives show at the top dose growth rescue (activation), usual class: activators. TDP-43 expressing yeast growth rescue, BacTiter-Glo, 24 h. 1.8% of 410,000 active; note: potency is the fitted concentration of half-maximal effect; % of control where 0% means no effect; nearly all actives have a fitted effect of over 50% in size
#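 Yeast cells expressing TDP-43 under galactose induction are exposed to compounds for 24 hr at 30 deg C. BacTiter-Glo luminescence measures growth, so protective compounds score as activators.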
# Active calls of the source: *; i = inactive; ? = inconclusive; nt = not tested or not shown; & = joins results of further samples; [ ] = remark or other dose. Unless noted, calls come from the whole dose curve; as a rule, active = well fitted curve in the direction sought with a large enough effect; inconclusive = small, poorly fitted or top-dose-only effect, or another doubt; inactive = no such curve, though single readings can be large; an effect the other way counts as inactive or inconclusive.
SMILES,aSyn yeast inh,PTHR1 agonist,D3 antag,GLP1R inv ag,Akt phos inh,GLP1R ag,FUS yeast rescue,Abeta yeast res,TDP-43 yeast inh
Cc1ccc(CN2CC(N3CCN(c4ccccn4)CC3)CS2(=O)=O)cc1 (configuration not stated),-3%,-11%,-9,-24%,i,10%,-22%,-19%,10%
Cc1cc(C)c2c(n1)SCC(=O)N2CC(=O)Nc1cccc(Cl)c1,-2%,i,-26,2%,i,-5%,1%,-3%,3%
Oc1ccc(-c2n[nH]c(C(F)(F)F)c2-c2ccccc2)c(O)c1,1%,-80%[inhibitor],11,?,i,2%,-9%,-10%,-4%
COc1cc(NC(=O)c2cccs2)ccc1NC(=O)c1ccccc1Cl,1%,-1%,10,4%[0.307 µM],i,-5%,17%,7%,-5%
COc1ccc(Cn2c(C(=O)O)c(CNC3CCCC3)c3ccc(OC)cc32)cc1,nt,-92%[inhibitor],nt,6%,nt,1%,38%,-9%,-3%
CNS(=O)(=O)c1cn(CC(=O)N2CCN(c3ccc(Cl)cc3)CC2)cc1S(=O)(=O)NC,nt,-37%[inhibitor],nt,11%,nt,nt,15%,-1%,-7%
O=[N+]([O-])c1ccc(Oc2ccc(/C=N/O)cc2)nc1,4%,i,2,4%,i,7%,13%,7%,-4%[9.22 µM]
CC(C)=NNC(=O)CN1C(=O)NC2NC(=O)NC21 (configuration not stated),-4%,i,0,4%,i,8%,-5%,3%,7%
CC(C)C(NC(=O)c1ccco1)C(=O)OCc1cc([N+](=O)[O-])cc2c1OCOC2 (configuration not stated),6%,-10%,20,7%,i,-2%,11%,12%,-5%
CN(Cc1ccccc1)S(=O)(=O)c1ccc2[nH]c(=O)ccc2c1,-4%,-6%,3,7%,i,-6%,-14%,-7%,7%
CC(C)c1ccccc1NC(=O)CNCCOc1ccccc1F,-2%,-5%,?,?,i,-2%,7%,-6%,-2%
O=C(C1CC(=O)N(c2ccc(F)cc2)C1)N1CCCCC1 (configuration not stated),-4%,i,-24,8%,i,7%,16%,-9%,-16%
NC(=O)CSc1nnc(Cc2csc(Nc3ccccc3)n2)n1Cc1ccccc1,2%,i,-7,2%,i,4%,14%,11%,-12%
O=C(c1cc([N+](=O)[O-])cc([N+](=O)[O-])c1)N1CCOCC1,2%,-6%,9,7%,i,-12%,-22%,-2%,4%
CCn1nc(NC(=O)C(C)C)c2cc3ccc(C)cc3nc21,8%,i,5,46%[activator],i,7%,2%,10%,?
S=C(Nc1ccc(Oc2ccccc2)cc1)NC1CCCCC1,-6%,-8%[57.5 µM],-7,?,i,2%,-9%,12%,-11%
CCOc1ccccc1C1NC(=O)CCC1[N+](=O)[O-] (configuration not stated),0%,i,16,12%,i,-13%,-2%,2%,5%
COc1cc(C(=O)N/N=C/c2cc([N+](=O)[O-])cs2)cc(OC)c1OC,-11%,i,-50*,?,i,12%,-7%,-1%,12%
CCC(C(=O)NCc1ccccc1)n1c(C2CCN(C(C)=O)CC2)nc2ccccc21 (configuration not stated),-3%,-2%,-18,20%,i,nt,11%,-8%,-16%
COc1cccc(CNc2ncnc3onc(-c4ccc(F)cc4)c23)c1,nt,-18%,nt,3%,nt,nt,-12%,-11%,8%
COC(=O)c1ccc(CNC(=O)CCC(=O)N2CCOCC2)cc1,-1%,-7%,4,3%,i,-1%,-10%,-4%,0%
O=C(Nc1ccc(O)c(C(=O)O)c1)c1cccc(NC(=O)c2ccco2)c1,0%,0%,-5,6%,i,2%,8%,-3%,-19%
CCc1ccc(NC(=O)C(=O)NCCOc2ccccc2Cl)cc1,-6%,i,-22,9%,i,0%,6%,-12%,1%
O=C(NC1CC(=O)N(c2ccc(Cl)cc2)C1)c1cccs1 (configuration not stated),nt,i,nt,-6%,nt,nt,16%,-11%,12%
CCOc1ccc(N2CC(C(=O)Nc3ccc(F)cc3F)CC2=O)cc1 (configuration not stated),-2%,i,-12,-17%,i,0%,8%,3%,6%
Cc1cc(C(=O)N2CCN(C(c3ccccc3)c3ccccc3)CC2)no1,0%,-4%[57.5 µM],-13,?,i,-7%,12%,-9%,-24%
CC1(c2nnnn2Cc2ccccc2)CCC(=O)N1Cc1cccs1 (configuration not stated),-1%,i,7,12%,i,7%,-11%,-6%,18%
COc1ccc(-c2onc(C)c2-c2ccc3c(c2)OCCO3)c(O)c1,-18%,-19%,2,?,i,21%,14%,11%,?
CC(=O)c1ccc(N2CCN(C(=O)[C@H](C)NC(=O)c3ccccc3Cl)CC2)cc1,-2%,i,-1,-21%,i,3%,18%,-6%,6%
COc1cc(C2CC(=O)Nc3c2c(=O)nc2c(C)cccn32)cc(OC)c1OC (configuration not stated),3%&-1%,i,0,8%&12%,i,-1%&13%,0%&1%,-6%&-14%,21%&3%

# Arranged by the number under PTHR1 agonist (lowest first): 5 of the compounds above
smiles	PTHR1 agonist	D3 antag	GLP1R inv ag	Akt phos inh	GLP1R ag	FUS yeast rescue	TDP-43 yeast inh
COc1ccc(-c2onc(C)c2-c2ccc3c(c2)OCCO3)c(O)c1	-19%	2	?	i	21%	14%	?
COc1cccc(CNc2ncnc3onc(-c4ccc(F)cc4)c23)c1	-18%	nt	3%	nt	nt	-12%	8%
COC(=O)c1ccc(CNC(=O)CCC(=O)N2CCOCC2)cc1	-7%	4	3%	i	-1%	-10%	0%
CCC(C(=O)NCc1ccccc1)n1c(C2CCN(C(C)=O)CC2)nc2ccccc21 (configuration not stated)	-2%	-18	20%	i	nt	11%	-16%
O=C(Nc1ccc(O)c(C(=O)O)c1)c1cccc(NC(=O)c2ccco2)c1	0%	-5	6%	i	2%	8%	-19%

# Compounds listed so far containing a COOH group:
SMILES,aSyn yeast inh,PTHR1 agonist,D3 antag,GLP1R inv ag,Akt phos inh,GLP1R ag,FUS yeast rescue,Abeta yeast res,TDP-43 yeast inh
COc1ccc(Cn2c(C(=O)O)c(CNC3CCCC3)c3ccc(OC)cc32)cc1,nt,-92%[inhibitor],nt,6%,nt,1%,38%,-9%,-3%
O=C(Nc1ccc(O)c(C(=O)O)c1)c1cccc(NC(=O)c2ccco2)c1,0%,0%,-5,6%,i,2%,8%,-3%,-19%

# Following part
SMILES,aSyn yeast inh,PTHR1 agonist,D3 antag,GLP1R inv ag,Akt phos inh,GLP1R ag,FUS yeast rescue,Abeta yeast res,TDP-43 yeast inh
CN(C)CCCNc1nc(-c2ccccc2)c2c(c1C#N)CC(C)(C)OC2,10%,-3%,-5,?,i,9%,14%,14%,3%
Cc1ccc2nc3c(cc(C(=O)NCc4ccco4)c(=N)n3Cc3ccco3)c(=O)n2c1,-5%,i,-16,23%,i,17%,22%,-23%,-24%
O=C(NCc1ccc2c(c1)OCO2)c1ccc(Cl)s1,-2%,0%,-10,17%[7.66 µM],i,2%,11%,11%,?
NS(=O)(=O)c1ccc(NC(=O)COC(=O)c2ccc(S(=O)(=O)N3CCOCC3)cc2)cc1,-2%,i,15,1%,i,3%,13%,10%,-92%[inhibitor]
O=C(CCOc1ccccc1)OCC(=O)c1cc2ccccc2o1,7%,-18%,-14,9%,i,2%,-14%,17%[9.22 µM],18%
Cc1ccc(NC(=O)c2ccc(OC(=O)c3cc4ccccc4o3)cc2)cc1,1%,i,7,46%[activator],i,-12%,-8%,2%,-10%
CCN1C(=O)[C@H]2[C@@H](c3ccc(-c4ccccc4)c(OC)c3)N[C@@](Cc3ccccc3)(C(=O)OC)[C@H]2C1=O,3%,3%,9,-7%,i,-3%,-22%,0%,12%
CC1CCCCN1C(=S)Nc1ccc(S(=O)(=O)N2CCCCC2)cc1 (configuration not stated),20%,-28%,12,-9%,i,-3%,3%,-16%,5%
Cc1ccn2c(CNCCn3nc(C)cc3C)c(C(=O)N3CCCCCC3)nc2c1,0%,i,-13,-26%,i,6%,23%,6%,-6%
CCN(C(=O)COC(=O)c1[nH]c(C)c(C(C)=O)c1C)C1CCS(=O)(=O)C1 (configuration not stated),0%,i,-29,9%,i,-12%,10%,11%,10%
CCCCN1CCCc2cc(CN(CCCN3CCOCC3)C(=O)Nc3ccc(OCC)cc3)ccc21,nt,i,nt,8%,nt,nt,-1%,-4%,0%
COc1ccccc1-n1c(SCC(=O)O)nnc1-c1ccc(S(=O)(=O)N2CCCCC2)cc1,-7%,23%[57.5 µM],-24,29%,i,-12%,19%,-10%,-28%
CCCN(Cc1nnc(-c2cccs2)o1)C(=O)c1cc(S(=O)(=O)N2CCOCC2)ccc1C,-3%,i,3,-10%,i,-5%,25%,8%,6%
CN(C)c1nc(Nc2ccccc2)nc(Oc2ccc(=O)[nH]n2)n1,-1%,i,2,9%,i,14%,-6%,9%,6%
O=C(COC(=O)C1C2CC3OC(=O)C1C3C2)Nc1ccc(Br)cc1 (configuration not stated),-1%,i,21,-18%,i,6%,6%,7%,4%
CCn1c(CCNC(=O)c2cccs2)nnc1SCC(=O)c1ccc(OC)cc1,-3%,-14%[57.5 µM],16,0%,nt,-15%,12%,-1%,-14%
CCOc1ccc(-c2cccc(NC(=O)c3ccc(Br)o3)c2)nn1,-3%,i,-11,?,i,-3%,20%,8%,?

# Part of the list above, reduced to PTHR1 agonist.
molecule	PTHR1 agonist
CCN1C(=O)[C@H]2[C@@H](c3ccc(-c4ccccc4)c(OC)c3)N[C@@](Cc3ccccc3)(C(=O)OC)[C@H]2C1=O	3%
CC1CCCCN1C(=S)Nc1ccc(S(=O)(=O)N2CCCCC2)cc1 (configuration not stated)	-28%

# Screening results: PubChem BioAssay, National Center for Advancing Translational Sciences (NCATS)

# The list is partial, so the mix of outcomes need not match the whole.
